Mtb FBA inh: Mtb FBA enzyme inhibitors, primary screen, biochemical, fluorescence, strain H37Rv; Fructose-bisphosphate aldolase (Mycobacterium tuberculosis (strain ATCC 25618 / H37Rv)), …; purified M. tuberculosis FBA, fluorescence read-out; inhibition, % at 1 µM; 360,000 compounds, 2.3% hits; AID 588726, 2011; in the data active means inhibition above about 27%;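 further: 0% = vehicle and 100% = reference inhibitor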
Target sequence (P9WQA3 whole entry, looked up): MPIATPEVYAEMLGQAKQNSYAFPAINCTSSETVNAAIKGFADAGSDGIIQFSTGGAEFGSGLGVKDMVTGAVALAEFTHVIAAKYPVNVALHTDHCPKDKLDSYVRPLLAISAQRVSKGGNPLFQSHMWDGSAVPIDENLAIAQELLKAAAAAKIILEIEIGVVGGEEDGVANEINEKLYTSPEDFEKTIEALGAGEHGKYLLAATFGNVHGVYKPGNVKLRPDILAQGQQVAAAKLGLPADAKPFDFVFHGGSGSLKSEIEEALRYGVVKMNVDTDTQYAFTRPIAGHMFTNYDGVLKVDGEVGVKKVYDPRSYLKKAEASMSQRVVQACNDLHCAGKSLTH
Mtb BioA inh: M. tuberculosis BioA enzyme inhibitors, primary screen, biochemical, plate reader, single point, HTS. 7,8-diaminopelargonic acid synthase BioA (Mycobacterium tuberculosis). purified M. tuberculosis BioA enzyme. inhibition, % at 9.99 µM. 360,000 compounds, 0.096% hits; in the data active means inhibition above about 40%; inconclusive means no clear call, values can overlap the other calls
PfHsp40 rescue: rescue of yeast from PfHsp40 toxicity, primary screen, S. cerevisiae, ATP luminescence | S. cerevisiae expressing PfHsp40, growth rescue | growth rescue, % at 12.5 µM | 340,000 compounds, 0.68% hits; in the data active means growth rescue above about 28%, passing the limit was not always enough; inconclusive means no clear call, values can overlap the other calls;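 further: yeast W303a lacking pdr1 and pdr3 grown in galactose medium; growth measured after three days at 30 °C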
BoNT F protease: BoNT/F light chain protease inhibitors, primary screen, biochemical, flow cytometry, MLPCN library; Botulinum neurotoxin type F light chain protease (Clostridium botulinum); Multiplex microsphere protease cleavage assay; inhibition, % at 10 µM; 360,000 compounds, 0.22% hits; AID 588497, 2011; in the data active means inhibition above about 35%, passing the limit was not always enough; inconclusive means no clear call, values can overlap the other calls; further: plate controls were buffer without enzyme for full effect and enzyme alone for no effect
Anthrax LF prot: Bacillus anthracis LF protease inhibitors, primary screen, biochemical, multiplex microsphere, MLPCN library | multiplex microsphere protease cleavage assay | inhibition, % at 10 µM | 360,000 compounds, 0.12% hits; further: plate controls were buffer without enzyme for full effect and enzyme alone for no effect
FadD28 FP inh: inhibitors of FadD28 bisubstrate probe binding, primary screen, biochemical, fluorescence polarization, single point; Mycobacterium tuberculosis FadD28 fatty-acid-AMP ligase; inhibition, % at 12.5 µM; 360,000 compounds, 0.22% hits; AID 588549, 2011; in the data active means inhibition above about 8.5%, passing the limit was not always enough; inconclusive means no clear call, values can overlap the other calls
BoNT-A LC inh2: BoNT/A light chain protease inhibitors, primary screen, biochemical, flow cytometry, MLPCN library; inhibition, % at 10 µM; 360,000 compounds, 0.17% hits; AID 588499, 2011; multiplex microsphere protease substrate cleavage; further: plate controls were buffer without enzyme for full effect and enzyme alone for no effect
GDH-TPI counter: GDH-TPI coupling enzyme inhibitors, primary screen, artefact control for M. tuberculosis FBA inhibitor project, biochemical, absorbance, full deck; AID 588335, 2011; inhibition, % at 4.8 µM; GDH-TPI coupled enzyme counterscreen, NADH absorbance; 360,000 compounds, 1.2% hits; in the data active means inhibition above about 30%;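 further: 0% = DMSO wells and 100% = wells lacking the enzyme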
Mtb UGM inh: M. tuberculosis UGM enzyme inhibitors, primary screen, biochemical, fluorescence polarization, single point. purified UGM, fluorescence polarization probe displacement. 320,000 compounds, 0.06% hits. UDP-galactopyranose mutase (Mycobacterium tuberculosis (strain ATCC 25618 / H37Rv)), …. inhibition, % at 10 µM; in the data active means inhibition above about 10%, passing the limit was not always enough; inconclusive means no clear call, values can overlap the other calls
Target sequence (P9WIQ1 whole entry, looked up): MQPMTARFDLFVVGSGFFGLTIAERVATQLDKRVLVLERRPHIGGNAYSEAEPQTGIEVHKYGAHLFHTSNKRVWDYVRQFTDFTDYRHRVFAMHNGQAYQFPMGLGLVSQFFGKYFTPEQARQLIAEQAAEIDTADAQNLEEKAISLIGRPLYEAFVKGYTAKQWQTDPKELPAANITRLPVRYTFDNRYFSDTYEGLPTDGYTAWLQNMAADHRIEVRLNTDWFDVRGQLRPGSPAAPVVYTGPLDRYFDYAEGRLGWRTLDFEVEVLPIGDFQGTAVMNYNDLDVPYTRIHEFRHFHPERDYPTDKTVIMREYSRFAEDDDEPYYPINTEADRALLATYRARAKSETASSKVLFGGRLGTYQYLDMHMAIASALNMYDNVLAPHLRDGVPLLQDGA
Active calls of the source: *; ? = inconclusive; . = no result given. Unless noted, no stated cut-off is given here; in the data, active means inhibition above about 30%; inconclusive means no clear call, values can overlap the other calls; inactive means below that.

SMILES	Mtb FBA inh	Mtb BioA inh	PfHsp40 rescue	BoNT F protease	Anthrax LF prot	FadD28 FP inh	BoNT-A LC inh2	GDH-TPI counter	Mtb UGM inh
CCCn1c(C)cc(/C=C(\C#N)C(=O)OCC(=O)Nc2cccc(S(N)(=O)=O)c2)c1C	-4	-1.9	-0.6	.	.	-3.4	.	9	2.3
NS(=O)(=O)c1cccc(NC(=S)NCc2ccccc2)c1	0	.	-0.8	-2	-2	0.3	-1.2	-6	0.3
CC(Sc1nccn1C)C(=O)Nc1ccc(C(N)=O)cc1 (stereo unspecified)	3	0.3	0.0	39*	2	-0.3	22	3	.
O=C1CCCN1CCCNC(=S)Nc1ccc(Br)cc1Cl	6	.	1.0	-4	-5	-3.1	-1.3	-2	2.0
CNC(=O)CCSc1ccc(C)cc1	2	1.5	-0.7	4	-4	-3.6	0.0	-1	0.2
O=C(NN=Cc1ccccc1O)C(O)c1ccccc1 (stereo unspecified)	4	-0.2	-1.6	-6	1	-3.0	-0.4	9	.
O=C1c2ccccc2C(=O)N1CC1c2ccccc2CCN1C(=O)C1CCCCC1 (stereo unspecified)	3	-0.6	0.4	-17	-2	-0.7	-0.5	1	3.5
Cc1ccc(C)c(S(=O)(=O)N2CC(=O)Nc3ccccc32)c1	31*	0.2	-0.6	3	4	0.7	-0.6	1	4.6
Cn1nc(-c2ccc(C(=O)O)cc2)c2ccccc2c1=O	2	-0.1	0.7	-6	-15	0.2	-1.6	0	0.4
COc1cc(-c2noc(C)c2C#CC2(N)CCCCC2)cc(OC)c1OC	2	-1.3	0.0	-6	-14	1.1	-0.4	0	-2.1
CC1CCc2nn(CC(=O)NCCN3CCCCC3C)cc2C1 (stereo unspecified)	-3	-1.0	-0.7	-7	6	-3.5	1.1	1	3.4
CSc1ccc(CCNC(=O)CSc2ccsc2[N+](=O)[O-])cc1	0	.	-1.8	-7	-4	-2.5	0.9	14	-2.1
O=C(CCN1CCc2ccccc2C1)Nc1ccccc1F	-4	0.8	-0.2	-7	-3	-1.5	0.1	1	-0.3
C=CS(=O)(=O)N(Cc1ccc(Cl)c(Cl)c1)C[C@@H](O)CO	-1	0.1	-1.5	-8	-4	-4.2	-0.1	1	.
O=C(c1ccco1)N(Cc1ccco1)Cc1cc2ccccc2[nH]c1=O	5	0.6	0.1	5	-1	.	0.0	4	-2.5
O=C(/C=C/c1cccs1)Nc1scc(-c2ccccc2)c1C(=O)O	-2	.	17	-26	-4	6.7	-4.9	21	.
C(=N\N1CCN(Cc2ccccc2)CC1)/c1ccccc1	2	.	-0.2	-2	-4	-0.4	-1.1	4	1.3
C#CCOCCOCCOCCNc1nc(N2CCN(C(=O)[C@H](CC(N)=O)n3cc([C@@H](N)CC(N)=O)nn3)CC2)nc(N2CCN(C(=O)[C@H](CC(N)=O)n3cc([C@@H](N)CC(N)=O)nn3)CC2)n1	4	-1.2	-1.0	-2	4	0.1	0.5	10	-1.4
NC(N)=N/N=C/c1ccccc1OC(F)F	2	0.0	-0.4	1	-6	-2.4	0.3	3	0.5
Cc1cc(C)c(/C=N/NC(N)=O)c(C)c1/C=N/NC(N)=O	3	-0.5	?	-2	-3	0.2	-0.4	5	2.2
O=c1[nH]c(Nc2ccccc2Cl)cc2ccccc12	22	-1.9	-0.6	-2	-4	1.2	-0.2	1	0.9
Cc1sc2ncnc(N(C)Cc3cccs3)c2c1C	0	.	1.1	-2	-1	-1.1	-0.1	6	-0.4
CCCOC(=O)C1=C(C)NC2=C(C(=O)C(C(=O)OC)C(C)C2)C1c1ccc(N(CC)CC)cc1 (stereo unspecified)	1	-2.0	3.4	-5	14	0.7	1.0	6	-3.7
CC(=O)Nc1ccc(-c2nc(C)c(C(C)=O)n2O)cc1	1	0.9	-2.2	-10	-5	-3.2	-1.2	24	-0.7
COc1cccc(NC(=O)CN(C)C(=O)CC2CCCCC2)c1	1	.	0.1	-2	5	-0.2	0.4	5	.
Cc1nn(CCc2n[nH]c(=S)n2C2CCCCC2)c(C)c1Br	1	-0.7	-0.8	-7	-3	-1.9	-9.4	1	1.4
CCOC(=O)C1=C(c2ccccc2)N=c2s/c(=C\c3ccc(O)cc3)c(=O)n2C1c1cccs1 (stereo unspecified)	-13	-2.9	0.9	5	21	-1.2	15	5	0.1
CC(=O)c1c(N)n(C)c(=O)n(C)c1=O	3	0.0	-0.9	1	0	-2.5	0.4	-5	1.2
Cc1cc(OCC(=O)N[C@@H](Cc2ccccc2)C(=O)O)c2c3c(c(=O)oc2c1)CCCC3	51*	1.1	0.3	-3	-1	-10	0.4	-6	-1.3
Cc1ccc(N2C(=O)/C(=C\c3ccco3)SC2=S)cc1	-9	-1.1	-0.1	-11	1	3.1	5.4	6	-2.7
O=C(O)c1cccc(Nc2nc(-c3cc4ccccc4oc3=O)cs2)c1	28*	-0.2	-0.1	10	-11	-0.5	-3.3	20	0.9
COCCn1c(SCC(=O)N2CCCc3ccccc32)nnc1-c1ccoc1C	-4	-0.3	1.3	-16	1	-2.0	-0.3	3	0.2
N#CC(C(=O)OC1CCCCC1)c1nc2ccccc2nc1N1CCOCC1 (stereo unspecified)	2	-4.2	1.1	3	5	-1.7	5.6	0	5.5
Cc1cc(C)nc(NC(N)=NCCc2c[nH]c3ccccc23)n1	-1	4.9	0.2	-8	-10	-0.1	-0.8	-4	-3.0
CCCCn1c(SCC(=O)Nc2cc(C)on2)nnc1-c1cccs1	-3	8.0	-0.7	-3	-3	-2.9	0.0	6	-0.8
COc1ccccc1C(=O)OCc1c(-c2ccccc2)ncc2ccccc12	4	-0.1	-0.1	-5	3	-1.6	0.0	19	4.0
COc1ccc(NC(=O)Nc2cc(NC(=O)Nc3ccc(OC)cc3)c(C)nc2C)cc1	1	.	-0.9	-10	-2	-3.5	0.5	1	1.6
Cc1cc(C(=O)Cn2nnc3ccccc3c2=O)c(C)n1-c1ccccc1F	-2	.	2.3	-16	-4	-2.4	-0.8	8	2.6
O=C(Nc1ccccc1)c1ccncc1	-7	1.0	-0.1	-4	0	0.8	-0.1	9	-1.8
COc1ccc(CN=C(NS(=O)(=O)c2cccs2)SC)cc1	-4	.	0.7	-16	-3	-4.7	-1.1	-3	-2.7
CCc1ccc(NC(=O)C(=O)NCCN2CCN(S(=O)(=O)c3ccccc3)CC2)cc1	0	1.1	0.6	-2	-4	-1.4	0.5	8	0.7
CC(=O)C1=C(C)N(CC2CC2)C(=O)N[C@H]1c1cccs1	1	-0.2	9.6	1	-1	-4.0	0.2	0	-1.8
O=C(Nc1ccccc1N1CCN(C(=O)c2ccccc2)CC1)c1ccco1	-2	.	-0.6	13	0	.	-0.7	-7	1.5
Cc1cc(C(=O)Nc2ccccc2C)n(-c2ccccc2)n1	0	2.3	0.7	-2	-14	-1.7	-2.5	-1	2.0
Cc1ccc(S(=O)(=O)NC(=O)c2ccccc2)cc1C(C)C	-1	.	-2.0	-8	-10	0.7	-0.7	1	1.5

4 of the compounds above, with bars between the fields:
molecule | Mtb FBA inh | Mtb BioA inh | PfHsp40 rescue | BoNT F protease | Anthrax LF prot | FadD28 FP inh | BoNT-A LC inh2 | GDH-TPI counter | Mtb UGM inh
CCCCn1c(SCC(=O)Nc2cc(C)on2)nnc1-c1cccs1 | -3 | 8.0 | -0.7 | -3 | -3 | -2.9 | 0.0 | 6 | -0.8
COc1ccccc1C(=O)OCc1c(-c2ccccc2)ncc2ccccc12 | 4 | -0.1 | -0.1 | -5 | 3 | -1.6 | 0.0 | 19 | 4.0
COc1ccc(NC(=O)Nc2cc(NC(=O)Nc3ccc(OC)cc3)c(C)nc2C)cc1 | 1 | . | -0.9 | -10 | -2 | -3.5 | 0.5 | 1 | 1.6
Cc1cc(C(=O)Cn2nnc3ccccc3c2=O)c(C)n1-c1ccccc1F | -2 | . | 2.3 | -16 | -4 | -2.4 | -0.8 | 8 | 2.6

The listing continues.
SMILES	Mtb FBA inh	Mtb BioA inh	PfHsp40 rescue	BoNT F protease	Anthrax LF prot	FadD28 FP inh	BoNT-A LC inh2	GDH-TPI counter	Mtb UGM inh
CC1(C)C2(C#N)C(=O)NC(=O)C12C#N (stereo unspecified)	1	-0.9	3.8	-3	6	-3.0	0.0	-4	.
Cc1cc(Cl)ccc1Oc1ncc(-c2ccc(Cl)cc2)cn1	-1	.	1.8	-10	-1	-2.9	-0.4	1	0.6
COc1cccc(-n2nnnc2SCC(=O)Nc2ccc(NC(C)=O)cc2)c1	1	-1.1	0.8	-19	-9	-1.8	-2.6	5	2.0
CNS(=O)(=O)c1cccc(C(=O)OCC(=O)c2cc3ccccc3o2)c1	-1	.	1.1	0	-1	-4.0	0.9	-3	0.0
N#CC1(NC(=O)CSc2nnc(COc3ccccc3F)n2N)CCCCC1	3	.	0.7	?	?	-1.7	?	6	-1.8
CC(C)CN(CC(C)C)S(=O)(=O)N1CCC(C(=O)NCc2cccs2)CC1	-1	-0.6	2.2	-3	-4	-2.1	1.2	10	-2.4
COc1ccc(C(=O)CN2C(=O)c3ccccc3C2=O)cc1	2	-0.4	.	.	.	-1.5	.	3	2.1
CC(OC(=O)c1ccc(S(=O)(=O)NCc2ccco2)cc1)C(=O)Nc1ccc(Cl)cn1 (stereo unspecified)	-1	.	-0.4	0	-2	-2.8	0.0	-2	-2.3
OCCN1CCN(CCSc2ccccc2)CC1	-1	-1.7	-0.5	-10	-7	0.2	-1.0	7	2.2
COCCCn1c(=O)c2ccccc2n(CC(=O)NC2CCCC2)c1=O	0	1.2	-1.1	8	-6	-3.7	-1.7	-1	-0.6
CCN(CC)CC(O)c1cccn1-c1ccc(CNC(=O)NC(C)C)cc1 (stereo unspecified)	-3	.	0.3	-4	2	-2.4	-0.3	-3	0.4
CC(=O)Nc1cccc(NC(=O)Cc2nc(-c3ccccc3)sc2-c2ccc(C)cc2)c1	-1	.	0.4	-8	0	-0.9	2.4	5	5.4
O=S(=O)(c1ccc2nc(Cc3cccc(C(F)(F)F)c3)[nH]c2c1)N1CCOCC1	2	0.4	-0.7	-3	-6	-3.2	-0.1	5	1.4
COCCCN1C(=O)C(CC(=O)NCc2cccc3ccccc23)CC(C(=O)N(C(C)C)C(C)C)=C1C (stereo unspecified)	3	-3.3	.	-1	-7	-1.5	-0.3	.	.
O=C(O)c1ccc(CNC(=O)C2CCN(S(=O)(=O)c3ccc4c(c3)OCCO4)CC2)cc1	3	-0.7	.	3	-8	-2.0	-0.3	1	.
Cc1ccc([N+](=O)[O-])cc1NC(=O)CN(C(=O)c1ccccc1Cl)C1CCCCC1	4	1.0	1.8	-6	-1	-1.0	0.4	-9	.
CC1CCN(C(=O)COC(=O)Cc2ccc(Br)cc2)CC1	0	0.4	0.5	-5	-1	-0.4	1.2	2	2.2
O=[N+]([O-])c1ccc2c(c1)C=C1CCCCC1(N1CCCC1)O2 (stereo unspecified)	-1	-3.1	0.4	1	0	-5.1	0.5	3	0.1
O=C(Nc1nnc(S(=O)(=O)N2CCCCCC2)s1)c1ccc(Br)cc1	3	-1.5	0.7	-7	-7	-1.5	-0.8	13	2.1
Cc1onc(-c2c(Cl)cccc2Cl)c1C(=O)c1ccc(F)cc1	0	4.0	.	0	-1	-0.7	0.9	7	2.1
CN(C)c1ccc(/C=C2\C(=N)N3N=C(CC(=O)N4CCCC4)SC3=NC2=O)cc1Br	-12	-1.7	0.1	-2	-1	-3.0	1.1	-8	-4.2

Compound activity from PubChem BioAssay.

Rows are unselected. About 4.7% of those tested had a hit in this group.
